Cdc42 wt GTP – modulators of GTP binding to wildtype Cdc42, primary screen, biochemical, multiplex bead flow cytometry, Bodipy-GTP; actives 0.2% (n = 190,000); GST-Cdc42 beads; actives lie on both sides; percent activity (GTP binding), % at 10 µM;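 active = percent activity GTP binding at least 20 points away from the 100% baseline, either down as inhibitor or up as activator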;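 also: median bead fluorescence of bound Bodipy-FL-GTP at 100 nM; 0% = excess unlabeled GTP control and 100% = no compound control; below 100% means less GTP binding so inhibitor and above means activator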
Target sequence (P60953 whole entry, looked up): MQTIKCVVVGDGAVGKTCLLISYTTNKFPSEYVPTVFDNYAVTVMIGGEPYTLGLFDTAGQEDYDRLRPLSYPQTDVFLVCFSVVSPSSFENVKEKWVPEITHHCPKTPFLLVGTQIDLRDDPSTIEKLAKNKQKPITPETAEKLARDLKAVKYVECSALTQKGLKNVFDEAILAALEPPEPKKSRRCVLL
Mcl-1 Bim block – inhibitors of Bim peptide binding to Mcl-1, primary screen, biochemical, bead-based flow cytometry, multiplex. Bim peptide-Mcl-1 binding. Induced myeloid leukemia cell differentiation protein Mcl-1 (Homo sapiens), Q07820. actives 0.1% (n = 190,000). inhibition, % at 10 µM. AID 1009, 2008; in the data active = inhibition above about 40%;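 also: 0% = no compound tracer wells and 100% = peptide blocker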
Target sequence (Q07820 whole entry, looked up): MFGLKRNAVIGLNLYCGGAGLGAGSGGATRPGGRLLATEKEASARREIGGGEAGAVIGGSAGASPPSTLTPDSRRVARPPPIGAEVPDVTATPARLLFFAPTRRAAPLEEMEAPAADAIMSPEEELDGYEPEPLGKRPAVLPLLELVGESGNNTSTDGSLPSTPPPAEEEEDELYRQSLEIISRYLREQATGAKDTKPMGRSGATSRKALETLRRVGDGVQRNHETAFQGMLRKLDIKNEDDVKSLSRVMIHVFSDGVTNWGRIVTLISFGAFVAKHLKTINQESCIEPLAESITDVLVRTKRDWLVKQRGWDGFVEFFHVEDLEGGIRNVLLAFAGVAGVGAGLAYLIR
Mcl1 Bid PPI – Mcl-1/Bid binding inhibitors, primary screen, biochemical, TR-FRET, 1536-well; inhibition, % at 21.7 µM; TR-FRET Mcl-1/Bid-Dy647 peptide binding; actives 0.97% (n = 220,000); Induced myeloid leukemia cell differentiation protein Mcl-1 (Homo sapiens), Q07820;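 active = compounds that cut the binding signal by more than half at the single screening dose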;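 also: His-tagged Mcl-1 with europium anti-His antibody binding Bid BH3 peptide; 0% = Mcl-1 plus peptide wells and 100% = peptide-only wells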
Avidin bead fluor – green autofluorescence of compounds with avidin beads – biophysical, 488/530 nm, flow cytometry, artefact control, profiling panel; compound fluorescence 488/530 nm; stronger effect = higher value; fluorescence (KMESF) at 10 µM; actives 0.38% (n = 220,000); in the data active = fluorescence above about 47; also: inactives centre near 10
Rab2 wt GTP – modulators of GTP binding to Rab2A wildtype, primary screen, biochemical, dog, bead-based flow cytometry, multiplex; Ras-related protein Rab-2A (Canis lupus familiaris), P61105; GST-Rab2 wt beads, Bodipy-GTP binding; GTP binding activity, % at 10 µM; actives 0.19% (n = 190,000); AID 760, 2007;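 active = GTP binding activity at least 20 points away from 100%, either lowered or raised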;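 also: 0% = beads with excess unlabeled GTP and 100% = no-compound control corrected for plate trend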
Mcl1-Noxa inh – Mcl-1/Noxa binding inhibitors, primary screen, biochemical, TR-FRET, 1536-well; Induced myeloid leukemia cell differentiation protein Mcl-1 (Homo sapiens), Q07820; TR-FRET Mcl-1/Noxa peptide binding, 2 h; inhibition, % at 21.7 µM; actives 1.5% (n = 220,000);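 active = compounds that cut the protein-peptide binding signal by more than 50% relative to plate controls in a single-dose test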;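 also: His-tagged Mcl-1 with rhodamine Noxa BH3 peptide and terbium anti-His antibody; 0% = Mcl-1 plus Noxa peptide wells and 100% = peptide-only wells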
Rac1 act GTP bind – GTP binding modulators of activated mutant Rac1, primary screen, biochemical, bead-based flow cytometry, multiplex, fluorescent GTP. Ras-related C3 botulinum toxin substrate 1 (Homo sapiens), P63000. GST-Rac1 activated beads; actives lie on both sides; 100% means binding = to untreated wells. percent activity (GTP binding), % at 10 µM. actives 0.11% (n = 190,000);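 active = GTP binding at least 20 percentage points away from the 100% baseline, in either direction, so actives lie on both sides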
Pf gametocyte – late stage P. falciparum gametocyte viability inhibitors, primary screen, ATP luminescence, HTS; P. falciparum stage V gametocytes, 24 h; inhibition, % at 10.9 µM; actives 0.065% (n = 150,000);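 active = inhibition above the mean plus 3 SD of compounds within the control limits, set per campaign, cut at about 38% in these data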;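 also: 0% = DMSO wells and 100% = medium only without gametocytes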
Rab7 wt GTP bind – modulators of GTP binding to Rab7, primary screen, biochemical, wildtype, multiplex bead flow cytometry; AID 758, 2007; GTP binding activity (percent of control), % at 10 µM; Rab7 GTPase wild type (dog), Bodipy-FL-GTP binding; GST-Rab7 beads, fluorescent GTP binding; actives lie on both sides; untreated = 100%, excess cold GTP = 0%; actives 0.055% (n = 190,000);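 active = fluorescent GTP binding to Rab7 beads changed by at least 20 points from the 100% baseline, either direction, mostly lower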;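 also: median green fluorescence of bound Bodipy-FL-GTP per Rab7 bead population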
HRas wt GTP – modulators of GTP binding to HRas wildtype, primary screen, biochemical, bead-based flow cytometry, multiplex. actives 0.14% (n = 190,000). AID 759, 2007. GTP binding activity, % at 10 µM. GTPase HRas (Homo sapiens), P01112. GST-Ras wt beads, Bodipy-FL-GTP binding; actives lie on both sides;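 active = GTP binding activity at least 20% away from the 100% baseline, either lowered as inhibitor or raised as activator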;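 also: 0% = unlabeled GTP competition control and 100% = no-compound control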
Target sequence (P01112 whole entry, looked up): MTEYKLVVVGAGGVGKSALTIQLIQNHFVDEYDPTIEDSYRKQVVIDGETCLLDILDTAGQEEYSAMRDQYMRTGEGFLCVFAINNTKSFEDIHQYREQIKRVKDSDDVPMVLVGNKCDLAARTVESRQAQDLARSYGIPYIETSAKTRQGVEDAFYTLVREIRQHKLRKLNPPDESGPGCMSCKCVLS
Rac1 wt GTP bind – wildtype Rac1 GTP binding modulators, primary screen, biochemical, GST-Rac1 beads, flow cytometry, multiplex. AID 757, 2007. actives 0.27% (n = 190,000). GTP binding activity (% of control), % at 10 µM. fluorescent GTP binding; actives lie on both sides; 0 = cold GTP competed, 100 = untreated. Ras-related C3 botulinum toxin substrate 1 (Homo sapiens), P63000;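 active = GTP binding activity at least 20 points away from the 100% control level, either lower or higher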
* = called active by the depositor; nt = not tested or not shown.

Structure | Cdc42 wt GTP | Mcl-1 Bim block | Mcl1 Bid PPI | Avidin bead fluor | Rab2 wt GTP | Mcl1-Noxa inh | Rac1 act GTP bind | Pf gametocyte | Rab7 wt GTP bind | HRas wt GTP | Rac1 wt GTP bind
O=C(N/N=C/C=C/c1ccccc1)C1CC1c1ccccc1 (configuration not stated) | 103 | -2 | -6 | 5 | 99 | -12 | 100 | -18 | 102 | 102 | 107
CCCCOc1cccc(C(=O)NC(=S)Nc2cccc(NC(=O)c3ccccc3Cl)c2)c1 | 100 | 0 | -14 | 12 | 99 | 11 | 100 | -4 | 103 | 100 | 101
CCCCc1noc(-c2c(-c3ccccc3Cl)noc2C)n1 | 95 | 0 | -21 | 3 | 96 | 5 | 95 | 14 | 92 | 93 | 95
Cc1nc2ccccc2c2nc(NC(=O)C(F)(F)F)nn12 | 96 | 2 | -14 | 15 | 94 | 8 | 95 | 10 | 95 | 95 | 97
COc1ccc(N/N=C(/C)c2cnnc(-c3ccccc3)n2)cc1 | 99 | -2 | 37 | 5 | 98 | 38 | 99 | -12 | 103 | 99 | 99
Cc1cc(O)c(C(C)C)cc1NC1=NS(=O)(=O)c2ccccc21 | 99 | -2 | -32 | 8 | 98 | 15 | 97 | -7 | 97 | 98 | 103
CC1CN(S(=O)(=O)c2ccc(C(=O)Nc3nnc(-c4ccc5c(c4)CCCC5)o3)cc2)CC(C)O1 (configuration not stated) | 99 | 0 | -37 | 6 | 99 | -61 | 98 | nt | 100 | 100 | 103
O=C(c1ccc(=O)oc1)N1CCOCC1 | 103 | -1 | -25 | 9 | 101 | 28 | 98 | nt | 101 | 102 | 101
CCNC(=O)CCC(=O)Nc1cc(Cl)ccc1C | 104 | 2 | -7 | 37 | 102 | 3 | 101 | nt | 100 | 102 | 106
Cc1cc(C)nc(-n2ncc3c2CC(c2ccc(C(C)C)cc2)CC3=O)n1 (configuration not stated) | 98 | -1 | -18 | 11 | 101 | 17 | 100 | 22 | 101 | 101 | 102
CC1CN(Cc2ccccc2)C(C)CC1O (configuration not stated) | 100 | 0 | 2 | 10 | 99 | 1 | 99 | -12 | 99 | 95 | 98
O=C(COc1cccc2ccccc12)NCc1cccnc1 | 99 | 0 | 5 | 15 | 96 | 18 | 97 | -30 | 104 | 98 | 101
O=C1COc2ccc(OCc3ccc(F)cc3)cc21 | 102 | 1 | 44 | 13 | 98 | -22 | 99 | 16 | 96 | 100 | 103
Cn1c(=O)c2c(nc(SCCN3CCOCC3)n2Cc2ccccc2)n(C)c1=O | 102 | 0 | -12 | 19 | 98 | -9 | 99 | 3 | 95 | 99 | 102
O=C(O)C1CCN(S(=O)(=O)c2ccc(N3CCOCC3)c([N+](=O)[O-])c2)CC1 | 96 | 0 | -29 | 11 | 100 | 3 | 97 | nt | 102 | 97 | 97
CC(C)(CNC(=O)c1cccs1)CNC(=O)c1cccs1 | 104 | 0 | -2 | 36 | 101 | -5 | 100 | nt | 102 | 102 | 104
CC(C)C(=O)N(Cc1cc2ccccc2[nH]c1=O)C(C)C | 102 | -3 | -11 | 16 | 102 | -3 | 99 | -11 | 103 | 103 | 103
Cc1c(NC(N)=O)c(=O)n(-c2ccccc2)n1C | 99 | 1 | -33 | 11 | 94 | 12 | 97 | 5 | 98 | 98 | 103
CC12COC3(C(=O)Nc4cccnc4)CC1CCC32C (configuration not stated) | 101 | -7 | -16 | 33 | 97 | -5 | 98 | nt | 97 | 99 | 109
CCOC(=O)C1(Cc2ccccc2C(F)(F)F)CCN(CC2CC2)CC1 | 97 | 1 | -12 | 12 | 97 | 13 | 94 | 31 | 94 | 94 | 96
COc1ccc(C(=O)NC(C(=O)NCCc2ccc3c(c2)OCCO3)C(C)C)cc1 (configuration not stated) | 99 | 0 | 6 | 13 | 96 | -3 | 97 | -1 | 96 | 97 | 104
CCOC(=O)C1=C(C)NC(=S)N(C=O)C1c1ccccc1 (configuration not stated) | 101 | 1 | -37 | 11 | 99 | 16 | 98 | 7 | 101 | 98 | 102
Nc1cc(=O)[nH]c(SCC(=O)Nc2ccc(Cl)c(Cl)c2)n1 | 102 | 0 | -24 | 16 | 101 | 1 | 98 | 9 | 103 | 102 | 102
COCCC(=O)NNS(=O)(=O)c1ccc(Cl)cc1 | 102 | 1 | -53 | 2 | 100 | -4 | 100 | -27 | 104 | 100 | 99
CCCCNS(=O)(=O)c1ccc2nc(SCC(=O)Nc3ccccc3Cl)[nH]c2c1 | 99 | 1 | 19 | 10 | 93 | 15 | 94 | nt | 95 | 94 | 101
O=C(COc1cccc2cccnc12)N/N=C1\SCC(=O)N1Cc1ccco1 | 99 | 4 | -9 | 5 | 98 | -3 | 98 | nt | 101 | 101 | 103
Cc1noc2ncnc(Oc3ccc(C(C)(C)C)cc3)c12 | 97 | -2 | -11 | 8 | 97 | 0 | 95 | -8 | 98 | 97 | 99
NC(=O)c1sc2cc(C(F)(F)F)cnc2c1-c1cccs1 | 103 | -3 | -10 | 13 | 104 | 4 | 99 | 6 | 105 | 100 | 105
CC1CCCCC12NC(=O)N(CC(=O)NCCc1ccccn1)C2=O (configuration not stated) | 106 | -1 | -8 | 23 | 101 | 6 | 101 | 34 | 102 | 103 | 110
NC1=NS(=O)(=O)NC1c1cccc(Cl)c1 (configuration not stated) | 105 | 0 | -22 | 16 | 107 | 6 | 102 | nt | 94 | 106 | 104

Full records as entered above.
Profile of COCCC(=O)NNS(=O)(=O)c1ccc(Cl)cc1 : Cdc42 wt GTP: 102; Mcl-1 Bim block: 1; Mcl1 Bid PPI: -53; Avidin bead fluor: 2; Rab2 wt GTP: 100; Mcl1-Noxa inh: -4; Rac1 act GTP bind: 100; Pf gametocyte: -27; Rab7 wt GTP bind: 104; HRas wt GTP: 100; Rac1 wt GTP bind: 99
Profile of CC1CCCCC12NC(=O)N(CC(=O)NCCc1ccccn1)C2=O (configuration not stated) : Cdc42 wt GTP: 106; Mcl-1 Bim block: -1; Mcl1 Bid PPI: -8; Avidin bead fluor: 23; Rab2 wt GTP: 101; Mcl1-Noxa inh: 6; Rac1 act GTP bind: 101; Pf gametocyte: 34; Rab7 wt GTP bind: 102; HRas wt GTP: 103; Rac1 wt GTP bind: 110

New compounds follow.
Structure | Cdc42 wt GTP | Mcl-1 Bim block | Mcl1 Bid PPI | Avidin bead fluor | Rab2 wt GTP | Mcl1-Noxa inh | Rac1 act GTP bind | Pf gametocyte | Rab7 wt GTP bind | HRas wt GTP | Rac1 wt GTP bind
CCC(C(=O)NC(C)(C)C)N(C(=O)c1ccc(Cl)nc1)C1CCCC1 (configuration not stated) | 94 | 2 | -16 | 5 | 95 | -6 | 94 | nt | 100 | 95 | 94
CCC(=O)Nc1ccc(C(=O)CSc2nnc(-c3ccccc3F)n2CCc2ccccc2)cc1 | 98 | -8 | -9 | 7 | 96 | 12 | 97 | -4 | 96 | 97 | 102
O=C(Nc1ccc2nn(-c3ccccc3)nc2c1)c1ccc2c(c1)OCCO2 | 98 | 0 | -5 | 11 | 99 | -20 | 97 | -52 | 101 | 100 | 97
Cc1ccc2c(c1)nnn2C1CCN(C(=O)C2CCCCC2)CC1 | 104 | 5 | -30 | 7 | 101 | -11 | 102 | -17 | 100 | 101 | 111
CSc1ccccc1C(=O)Nc1cc(C)ccc1C | 95 | 1 | -13 | 10 | 92 | -10 | 95 | -1 | 95 | 97 | 94
O=C(O)CNC1=NCCCCC1 | 103 | -1 | -9 | 9 | 102 | -2 | 100 | 4 | 97 | 104 | 102
Cc1nn(C)cc1NC(=O)CC12CC3CC(CC(C3)C1)C2 | 103 | 2 | -4 | 11 | 101 | 7 | 103 | nt | 102 | 101 | 107
C/C(=N\NC(=O)CSc1ncccn1)c1ccc2c(c1)OCCO2 | 98 | -1 | -13 | 5 | 99 | -18 | 96 | nt | 98 | 96 | 94
O=C(CCCN1C(=O)c2ccccc2C1=O)Nc1c(C(=O)C2CC2)oc2ccccc12 | 101 | 0 | -3 | 8 | 98 | 4 | 99 | nt | 99 | 98 | 105
COc1ccc(C(c2nnnn2Cc2cccs2)N2CCN(c3ccc(F)cc3)CC2)cc1OC (configuration not stated) | 95 | -2 | -8 | 8 | 97 | 11 | 97 | nt | 95 | 98 | 97
O=C(CCCn1c(=O)c2sccc2n(CC(=O)NCc2ccco2)c1=O)NCc1ccco1 | 108 | -6 | -48 | 10 | 105 | 0 | 101 | nt | 99 | 108 | 105
COc1cccc(NC(=O)CCNC(=O)Cn2ccc3ccccc3c2=O)c1 | 105 | 0 | 10 | 8 | 102 | 2 | 100 | -47 | 99 | 102 | 106

Only Mcl1-Noxa inh, for some of the entries so far:
| smiles | Mcl1-Noxa inh |
| --- | --- |
| O=C(O)CNC1=NCCCCC1 | -2 |
| CCC(=O)Nc1ccc(C(=O)CSc2nnc(-c3ccccc3F)n2CCc2ccccc2)cc1 | 12 |
| O=C(Nc1ccc2nn(-c3ccccc3)nc2c1)c1ccc2c(c1)OCCO2 | -20 |
| C/C(=N\NC(=O)CSc1ncccn1)c1ccc2c(c1)OCCO2 | -18 |
| CSc1ccccc1C(=O)Nc1cc(C)ccc1C | -10 |

Taken from above.
Reading for Cc1ccc2c(c1)nnn2C1CCN(C(=O)C2CCCCC2)CC1 under Avidin bead fluor: 7
Reading for Cc1nn(C)cc1NC(=O)CC12CC3CC(CC(C3)C1)C2 under HRas wt GTP: 101
Reading for COc1ccc(C(c2nnnn2Cc2cccs2)N2CCN(c3ccc(F)cc3)CC2)cc1OC (configuration not stated) under Avidin bead fluor: 8
Reading for COc1cccc(NC(=O)CCNC(=O)Cn2ccc3ccccc3c2=O)c1 under Rab7 wt GTP bind: 99
Reading for O=C(Nc1ccc2nn(-c3ccccc3)nc2c1)c1ccc2c(c1)OCCO2 under Mcl1-Noxa inh: -20

Screening data: PubChem, several laboratories
